Screens deposited in PubChem by National Center for Advancing Translational Sciences (NCATS).
Pin1 inhibitor – inhibitors of human Pin1; Pin1 FP peptide displacement, HiFluor488, 10 min; Q13526; AID 504891; Potency, µM (doses to about 115 µM), for inactives: at the top dose activity, negative = inhibition, most hits filed as inhibitors; actives 0.009% (n = 390,000); active = well fitted inhibition curve with a large enough effect in the polarisation, with a control signal flat, not every such curve was filed as active; inconclusive = small, poorly fitted or top-dose-only effect, or effect the other way, or a change in a side signal; inactive = no such curve, though single readings can be large or run the other way; the % refers to the polarisation; note: potency is the fitted concentration of half-maximal effect; % is set by controls: 0 for no effect and ±100 for the full control effect
Target sequence (Q13526 whole entry, looked up): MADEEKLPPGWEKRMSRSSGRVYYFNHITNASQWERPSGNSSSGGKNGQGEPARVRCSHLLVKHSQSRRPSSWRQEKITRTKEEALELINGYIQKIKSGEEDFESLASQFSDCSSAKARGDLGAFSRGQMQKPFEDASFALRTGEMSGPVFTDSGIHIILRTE
BAZ2B block – inhibitors of human BAZ2B bromodomain. AID 504333. actives 4.4% (n = 360,000). AlphaScreen BAZ2B-H3K14Ac peptide displacement. Potency, µM (top dose mostly 114 µM), for inactives: top-dose activity change, negative = inhibition, usual class: inhibitors. Q9UIF8; note: potency is the fitted concentration of half-maximal effect; % is set by controls: 0 for no effect and ±100 for the full control effect; nearly all actives have a fitted effect of over 60% in size
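AlphaScreen displacement: compounds (up to 110uM) incubated 30 min at room temperature with a preformed 50 nM BAZ2B/50 nM biotinylated H3K14Ac peptide complex in PBS pH 7.4 with Tween-20. Donor and acceptor beads at 10 ug/mL final added, 20 min light-protected before reading.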
JMJD2A Tudor – JMJD2A Tudor domain (human) inhibition; O75164; AlphaScreen JMJD2A-Tudor / H3K4me3 peptide binding; Potency, µM (highest dose often 114 µM), for inactives: at the top dose activity change, negative = inhibition, hits mostly inhibitors; actives 4.4% (n = 390,000); note: potency is the fitted concentration of half-maximal effect; % is set by controls: 0 for no effect and ±100 for the full control effect; nearly all actives have a fitted effect of over 50% in size
G9a block – inhibitors of human histone lysine methyltransferase G9a; G9a H3K9 monomethylation, AlphaScreen, 2 h; Potency, µM (doses to about 102 µM), without a hit: at the highest dose activity, negative = inhibition, hits mostly inhibitors; Q96KQ7; actives 8.8% (n = 350,000); note: potency is the fitted concentration of half-maximal effect; % is set by controls: 0 for no effect and ±100 for the full control effect; nearly all actives have a fitted effect of over 75% in size
Target sequence (Q96KQ7 913-1193 limits assumed): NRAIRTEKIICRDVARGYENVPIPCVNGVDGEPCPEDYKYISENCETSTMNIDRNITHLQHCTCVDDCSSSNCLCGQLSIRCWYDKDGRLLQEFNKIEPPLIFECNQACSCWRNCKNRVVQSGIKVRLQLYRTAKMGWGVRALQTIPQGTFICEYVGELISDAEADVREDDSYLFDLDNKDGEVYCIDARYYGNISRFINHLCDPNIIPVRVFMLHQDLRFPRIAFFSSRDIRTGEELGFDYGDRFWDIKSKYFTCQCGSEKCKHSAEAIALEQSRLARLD
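Step 1: enzyme (final 20 nM) with compound, 15 min RT. Step 2: substrate peptide 500 nM and SAM 20 uM, 2 h RT. Step 3: anti-H3K9me1 antibody and AlphaScreen beads, 10 min, then plate read.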
GLS inhibitor – inhibitors of human glutaminase (GLS). actives 0.21% (n = 410,000). GLS enzymatic activity, qHTS titration. O94925. Potency, µM (titrated, usually from 45.5 µM), for inactives: at the top dose activity change, negative = inhibition, actives largely listed as inhibitors; note: potency is the fitted concentration of half-maximal effect; % is set by controls: 0 for no effect and ±100 for the full control effect
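hKGA; 45 mM KH2PO4 pH 8.2 + 0.02% Tween-20; cpd via pin tool; 1 mM Gln soln; GluOx/HRP/Amplex Red; RT 30 min; fluor. t0 & final.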
ERG-DNA inh – ERG Ets/DNA interaction inhibition; P11308; fluorescence polarization, His-ERG Ets domain / labelled DNA; Potency, µM (series often up to 76.9 µM), without a hit: at the top dose FP activity, negative = inhibition, hits mostly inhibitors; actives 0.028% (n = 370,000); AID 624246; active = well fitted inhibition curve with a large enough effect in the polarisation, with a control signal flat; inconclusive = small, poorly fitted or top-dose-only effect, or effect the other way, or a change in a side signal; inactive = no such curve, though single readings can be large or run the other way; the % refers to the polarisation;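 note: polarization taken with two DNA probes labelled with fluorescein and Texas red; potency is the fitted concentration of half-maximal effect; % of control where 0% means no effect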
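His-tagged ERG Ets domain (1 uM in the protein solution; 300mM KCl, 50mM Tris-HCl, 1mM EDTA, 1mM DTT, pH 7.5) received compound, then a probe mix of 5 nM fluorescein-DNA and 100nM Texas-615-DNA. Fluorescence polarization was read for both dyes.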
HP1b chromo inh – HP1-beta chromodomain-methylated histone interaction inhibition. P83916. Potency, µM (doses to about 114 µM), inactives show at the top dose activity change, negative = inhibition, hits mostly inhibitors. actives 0.56% (n = 390,000). AlphaScreen HP1-beta / biotin-H3K9me3 peptide binding; note: potency is the fitted concentration of half-maximal effect; nearly all actives have a fitted effect of over 70% in size; inactives centre near 23
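HP1-beta protein (50 nM final) preincubated 30 min at room temperature with biotinylated H3(1-18)K9me3 peptide (50 nM) in PBS pH 7.4, 0.01% Tween-20, then compound added for 30 min. AlphaScreen streptavidin donor/nickel chelate acceptor beads (10 ug/mL final), 30 min dark, luminescence read.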
PI4K2A inh – inhibitors of human PI4K2A. activity change, negative = inhibition, % at 76.9 µM. AID 1346378. purified PI4K2A, ADP-Glo luminescence, 1 h; active compounds read low. Q9BTU6. actives 0.13% (n = 420,000); in the data active = activity change below about -50%; inconclusive = mostly about -30% to -49%;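 note: -100% = wells without enzyme as full effect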
Target sequence (Q9BTU6 whole entry, looked up): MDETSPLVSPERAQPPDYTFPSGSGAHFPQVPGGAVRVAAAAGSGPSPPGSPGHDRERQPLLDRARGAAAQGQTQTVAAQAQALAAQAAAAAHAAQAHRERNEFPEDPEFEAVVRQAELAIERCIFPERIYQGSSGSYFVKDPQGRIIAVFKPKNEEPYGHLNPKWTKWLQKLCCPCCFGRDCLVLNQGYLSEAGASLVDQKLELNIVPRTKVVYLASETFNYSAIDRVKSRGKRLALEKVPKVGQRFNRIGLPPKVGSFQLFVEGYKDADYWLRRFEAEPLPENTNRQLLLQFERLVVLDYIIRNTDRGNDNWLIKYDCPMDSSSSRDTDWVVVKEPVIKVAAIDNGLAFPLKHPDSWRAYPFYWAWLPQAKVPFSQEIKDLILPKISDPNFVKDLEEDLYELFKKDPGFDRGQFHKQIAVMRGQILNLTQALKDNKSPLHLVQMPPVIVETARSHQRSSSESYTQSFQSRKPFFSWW
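In this quantitative HTS, ADP production by PI4K2A was quantified luminescently after 1 h at ambient temperature; 100 microM adenosine served as plate-quality control.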
PGK inhibitor – blocks T. brucei phosphoglycerate kinase. P07378. AID 602233. Potency, µM (top dose mostly 57.5 µM), inactives show at the top dose activity change, negative = inhibition, most hits filed as inhibitors. PGK/GAPDH coupled, Kinase-Glo luminescence, 60 min. actives 0.043% (n = 380,000); note: potency is the fitted concentration of half-maximal effect; % is set by controls: 0 for no effect and ±100 for the full control effect; nearly all actives have a fitted effect of over 60% in size
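Luminescent ATP detection (Kinase-Glo Plus) follows a 60-minute room-temperature incubation, with wells lacking PGK as controls. Buffer: 100 mM TEA (pH 7.6), 5 mM MgCl2, 0.01% Tween-20. Coupling enzyme GAPDH (100 nM final) supplies unstable 1,3-BPG in-well.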
Active calls of the source: *; i = inactive; ? = inconclusive; nt = no result given; [ ] = remark or other dose. Unless noted, calls come from the whole dose curve; as a rule, active = well fitted curve in the direction sought with a large enough effect; inconclusive = small, poorly fitted or top-dose-only effect, or another doubt; inactive = no such curve, though single readings can be large; an effect the other way counts as inactive or inconclusive.

SMILES	Pin1 inhibitor	BAZ2B block	JMJD2A Tudor	G9a block	GLS inhibitor	ERG-DNA inh	HP1b chromo inh	PI4K2A inh	PGK inhibitor
CCC1C(=O)C(CC)C(c2ccccc2)NC1c1ccccc1 (stereo unspecified)	3%	16%	59%[activator]	12%	1%	1%	57%[activator]	-7	-6%
CCOC(=O)CC1=C(C(=O)OCC)C(c2cccnc2)C(C#N)=C(N)O1 (stereo unspecified)	-3%	-19%	-6%	1%[59 µM]	10%	-10%	31%	1	i
Cc1ccc(Cl)cc1N1CCN(S(=O)(=O)c2cc(Br)cc3c2N(C(=O)C2CC2)CC3)CC1	7%	-7%	5%	-8%[59 µM]	2%	-2%	29%	-5	3%
COc1ccc2c(CC(=O)NCCN3C(=O)S/C(=C\c4cccnc4)C3=O)coc2c1	0%	-28%	-26%	-39%	7%	4%	10%	-1	-3%
COc1ccc(N(CC(=O)N2CCN(Cc3ccccc3)CC2)S(C)(=O)=O)c(OC)c1	0%	8%	-21%	nt	6%	0%	37%	-5	i
O=C(CN1C(=O)COc2ccccc21)NCCCN1CCN(Cc2ccccc2)CC1	-12%	-2%	-21%	9%[12.7 µM]	22%	nt	16%	5	nt
CCN(Cc1ccccc1)S(=O)(=O)c1ccc(F)c(C(=O)Nc2cc(C(F)(F)F)ccc2Cl)c1	2%	-7%	2%	28%[59 µM]	2%	7%	43%[activator]	3	0%
O=C(CN1CCN(Cc2ccccc2Cl)C1=O)NCCCN1CCOCC1	7%	-8%	-3%	0%	4%	9%	14%	-4	-4%
COc1nc(OCCNC(=O)Nc2ccccc2)nc(N(C)C)n1	0%	16%	-16%	-15%	3%	-6%	9%	3	1%
CCN(Cc1ccccc1)C(=O)CCc1nc(CN2CCN(C(=O)c3ccc([N+](=O)[O-])cc3)CC2)no1	-1%	-33%	-10%	79µM*	-16%	-11%	36%	0	-6%
Cc1ccc(NC(=O)N2CCN(c3cc(-c4noc(C)n4)ccc3C)CC2)c(C)c1	-4%	7%	-19%	13%[59 µM]	1%	0%	17%[57 µM]	0	-3%
Cc1ccc(C(=O)c2oc3ccccc3c2NC(=O)Cc2ccccc2)cc1	1%	11%	20%	43%[activator][59 µM]	-8%	3%	49%[activator]	7	8%
COc1ccc(NC(=O)C2CCCO2)cc1 (stereo unspecified)	-6%	1%	-12%	1%[59 µM]	2%	2%	60%[activator]	3	i
CC(O)[C@@H](NC(=O)C1CCC(CNC(=O)[C@H](Cc2ccccc2)NC(=O)OC(C)(C)C)CC1)C(=O)O (stereo partly specified)	1%	-18%	-12%	8%	0%	-10%	31%	-5	-7%
CCCCn1c(N)c(N(CCOC)C(=O)CSc2nnc(-c3ccco3)n2CC)c(=O)[nH]c1=O	1%	nt	-15%	nt	-1%	-4%	45%[activator]	2	i
CCCN1CCCc2cc(CN)ccc21	?	45µM*	4µM*	8.9µM*	11%	-7%	?	?	10%
COc1ccc(CN(C(=O)Cc2cccs2)C(C(=O)NC2CCCC2)c2ccncc2)cc1 (stereo unspecified)	-5%	0%	-4%	nt	-1%	-8%	18%	1	nt
OC1CCCN(Cc2cccc3ccccc23)C1 (stereo unspecified)	4%	3%	7%	-9%[59 µM]	-2%	1%	29%	6	-10%
N/C(Cc1ccc(Cl)cc1)=N\OC(=O)c1ccccc1	2%	4%	11%[11.4 µM]	-8%[12.7 µM]	3%	4%	59%[activator]	-9	10%
O=C(NNC(=O)C1CCN(S(=O)(=O)c2cccc(Cl)c2)CC1)C1CC1	-13%	-39%	-18%	nt	6%	4%	71%[activator]	-7	4%
Cc1nc2ccccn2c1C(=O)NNC(=O)Nc1ccccc1	2%	-18%	-2%	50µM*	8%	1%	26%	-4	1%
CCn1nc(NC(=O)c2ccccc2)c2cc3cccc(C)c3nc21	-5%	16%	32%[activator]	34%	0%	0%	63%[activator]	0	-2%
O=C(Cn1nnc2ccccc21)Nc1ccccc1[N+](=O)[O-]	-3%	-11%	1%	4%	-12%	-13%	20%	-7	-7%
CCN1CCN(c2nc(C)c3c(n2)CC(C)CC3=O)CC1 (stereo unspecified)	0%	-20%	-22%	?	20%	-10%	-4%	3	i
CCOC(=O)N1CCC(NC(=O)C2CCCN(C(=O)c3cc4sccc4n3C)C2)CC1 (stereo unspecified)	-1%	2%	-10%	-1%[59 µM]	7%	-10%	39%[activator]	3	7%
O=S(=O)(Nc1cc(S(=O)(=O)N2CCOCC2)ccc1N1CCOCC1)c1ccc2c(c1)OCCO2	5%	0%	-18%	40µM*	11%	3%	28%	-5	-5%
CCCCOc1ccc(C(=O)NCC(=O)OCC(=O)c2c(N)n(C)c(=O)n(C)c2=O)cc1	1%	nt	-4%	nt	-4%	-1%	28%	-4	-9%
O=C(NCc1ccccc1Cl)C1CCN(S(=O)(=O)N2CCOCC2)CC1	-7%	14%	-7%	-6%	-6%	-4%	63%[activator]	0	5%
Brc1ccc(-c2nc(-c3ccncc3)no2)cc1	0%	-10%	-10%	4%[12.7 µM]	-4%	7%	68%[activator]	-2	0%
N#Cc1cc([N+](=O)[O-])ccc1NCCc1ccccn1	-4%	7%	-11%	11%	-2%	-7%	10%	-4	12%
CCCCn1c(N)c(N(CCOC)C(=O)CSc2nnc(C)n2-c2ccc(OC)cc2)c(=O)[nH]c1=O	?	-5%	-10%	-22%[0.501 µM]	1%	-4%	26%	-4	i
S=c1nc[nH]c2c1ncn2-c1ccc(Cl)cc1	?	nt	50µM*	nt	6%	-16%	?	-8	-10%
CCn1cc(C(=O)N2CCN(c3ccccn3)CC2)c(=O)c2cc(S(=O)(=O)N(C)C3CCCCC3)ccc21	?	-2%	-23%	0%	1%	81%[activator]	30%	10	-5%
Cc1ccccc1C(=O)Nc1ccccc1C(=O)NCc1ccccc1	-3%	0%	8%	4%[12.7 µM]	-6%	-6%	54%[activator]	-3	9%
O=C(NNS(=O)(=O)c1ccc(C(=O)NC2CCCC2)cc1)c1ccncc1	5%	-30%	1.3µM*	50µM*	-5%	-1%	20%	-3	2%
O=C(Nc1ccc(Cl)cc1)N1CCOC12CCCCC2	-5%	-1%	-18%	4%[12.7 µM]	1%	0%	33%	-3	-4%
Cn1nnc2cc(NC(=O)Nc3cccc(C(F)(F)F)c3)ccc21	0%	19%	0%	-24%	-6%	4%	22%	1	i
CC1CCCN(C(=O)c2cc3c(Cl)nc4ccccc4c3s2)C1 (stereo unspecified)	7%	8%	33%	30%[59 µM]	-3%	-4%	75%[activator]	3	8%
COCCN(CC(=O)NC1CCCCC1)C(=O)c1csnn1	4%	-3%[57.1 µM]	-10%	12%[2.33 µM]	-3%	-13%	12%	2	i
COc1ccccc1CNC(=O)c1cc2sccc2n1Cc1ccc(F)cc1	28%	22%	-19%	29%[59 µM]	-1%	-1%	69%[activator]	-3	-3%

Complete entries, looked up by structure. Screens in order: Pin1 inhibitor	BAZ2B block	JMJD2A Tudor	G9a block	GLS inhibitor	ERG-DNA inh	HP1b chromo inh	PI4K2A inh	PGK inhibitor
Entry for `Cc1ccccc1C(=O)Nc1ccccc1C(=O)NCc1ccccc1` : -3%	0%	8%	4%[12.7 µM]	-6%	-6%	54%[activator]	-3	9%
Entry for `O=C(NNS(=O)(=O)c1ccc(C(=O)NC2CCCC2)cc1)c1ccncc1` : 5%	-30%	1.3µM*	50µM*	-5%	-1%	20%	-3	2%
Entry for `Cn1nnc2cc(NC(=O)Nc3cccc(C(F)(F)F)c3)ccc21` : 0%	19%	0%	-24%	-6%	4%	22%	1	i

Next section.
SMILES	Pin1 inhibitor	BAZ2B block	JMJD2A Tudor	G9a block	GLS inhibitor	ERG-DNA inh	HP1b chromo inh	PI4K2A inh	PGK inhibitor
COc1ccc(C(=O)N2CCN(c3nc4c(C)c(Cl)ccc4s3)CC2)c(OC)c1	-12%	-22%	-34%	-5%[59 µM]	-5%	6%	-2%	-2	i
COc1c(F)c(F)c(C(=O)Nc2ccc(NC(=O)Cc3ccccc3)cc2)c(F)c1F	19%	-19%	-13%	7%	6%	1%	29%	-3	0%
Cc1nn(Cc2ccc(F)cc2)c(C)c1NC(=O)c1cc(CC(C)C)on1	-2%	3%	-10%	-8%[59 µM]	1%	3%	22%	-3	-1%
Cc1ccc(-c2ccc(S(=O)(=O)NCC3CCCO3)cc2)cc1 (stereo unspecified)	-2%	-23%	-16%	9%	1%	-16%	34%	-5	-6%
Cc1occc1C(=O)NNC(=O)C1CCCC1	6%	-4%	-4%	4%	5%	1%	16%	2	7%
Cc1oc(-c2ccc(Cl)cc2)nc1CN1CCC(C(=O)NCc2cccs2)CC1	1%	3%	-14%	?	4%	6%	20%	2	3%
CCN(CC)CCNC(=O)c1ccc(NC(=O)Cc2ccsc2)cc1	-9%	?	-17%	49%	-15%	-12%	50%[activator]	2	-10%
NC(=O)c1ccc(SCC(=O)NC2CCCCC2)c([N+](=O)[O-])c1	3%	-1%	-9%	-3%	6%	-1%	26%	0	4%
Clc1ccccc1OCCCCN1CCNCC1	-1%	28µM*	3.2µM*	nt	1%	14%	?	1	0%
Cc1cccc(NC2CCCCC2NS(=O)(=O)c2ccccc2)c1 (stereo unspecified)	-7%	?	?	nt	6%	2%	6%	1	-3%
CC(=O)NC(=S)Nc1ccc(N2CCOCC2)c(S(=O)(=O)Nc2cc(Cl)ccc2Cl)c1	20%	nt	-24%	?	11%	0%	23%	1	-6%
